GAA glycogen mod – inhibitors or activators of human alpha-glucosidase glycogen cleavage. P10253. recombinant GAA, glycogen substrate, Amplex Red glucose oxidase fluorescence. Potency, µM (series often up to 76.4 µM), for the others: at the highest dose activity change, negative = inhibition, most hits filed as inhibitors. 300,000 tested, 0.38% active; active means well fitted inhibition curve with a large enough effect; inconclusive means small, poorly fitted or top-dose-only effect, or another doubt; inactive means no such curve, though single readings can be large or run the other way;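 further: 0% = full enzyme reaction and -100% = no-enzyme basal signal; the screen sought inhibitors and activators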
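Recombinant enzyme (4 nM final) with compounds titrated up to 77 uM and bovine liver glycogen (30 ug) in citrate pH 5.0, 0.01% Tween-20, 37 C 40 min. Released glucose detected by Amplex Red/glucose oxidase (Ex 573/Em 610); AC50 from Hill fits.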
The depositor's hits bear a star; ? = inconclusive; [ ] = dose if it differs, or a comment. Potency means the concentration at half of the fitted maximal effect. These rows are one share of the data. The share of hits here may be higher or lower than overall.

nr | Molecule | GAA glycogen mod
1 | COc1ccc(OCc2nnc(SCC(=O)N3CCCCC3)o2)cc1 | -9%
2 | COCCNC(=O)CN(C(=O)CCC(=O)Nc1ccccn1)c1cc(C)ccc1C | 0%[76.3 µM]
3 | COc1ccc(N2CCN(C(=O)CCC(=O)N3CC(C)Oc4ccc(C)cc43)CC2)cc1 (stereo not drawn) | -12%[76.3 µM]
4 | O=C(NCCc1ccccc1)C1CCC(=O)N(Cc2cccc(C(F)(F)F)c2)C1 (stereo not drawn) | -12%[76.3 µM]
5 | COc1ccc(-c2oc3ncn4nc(COc5ccccc5C)nc4c3c2-c2ccc(OC)cc2)cc1 | 15%[76.3 µM]
6 | Nc1c(-c2ccccc2)cnn1-c1cccc(Cl)c1 | -10%
7 | O=C(NCc1ccccc1)c1ccc(Cn2c(=O)c3cccn3c3cccnc32)cc1 | -6%[76.3 µM]
8 | O=C1c2ccccc2NC(c2cc(Cl)cc(Cl)c2O)N1Cc1cccnc1 (stereo not drawn) | 3%
9 | COc1ccc2nc(C)cc(NCCN3CCOCC3)c2c1 | -3%
10 | COc1ccc(OC)c(NC(=O)c2cc3cc4ccc(C)cc4nc3s2)c1 | 10%[76.3 µM]
11 | O=C(O)c1ccc(-c2nnc(-c3ccc([N+](=O)[O-])cc3)o2)cc1 | 2%[76.3 µM]
12 | CC(=O)Oc1cccc(Nc2ncnc3ccccc23)c1 | -19%[76.3 µM]
13 | O=C(Nc1nc2ccccc2s1)c1ccccc1[N+](=O)[O-] | -4%[76.3 µM]
14 | O=C(NCCc1nc2ccccc2n1CCCOc1ccc(Cl)cc1)C1CCCCC1 | -16%[76.3 µM]
15 | CCCCOc1ccc(C(=O)NNC(=O)C2C3C=CC(C3)C2C(=O)O)cc1 (stereo not drawn) | 0%[76.3 µM]
16 | CCCCN(CC)C(=O)CSc1c2c(nc3ccc(Cl)cc13)CCCC2 | -13%[76.3 µM]
17 | COc1ccc(NC(=O)c2cnc(Nc3ccc(C)c(Cl)c3)c3ccccc23)cc1OC | 13%[76.3 µM]
18 | O=C(Nc1cccc(C(=O)Nc2cccc(Br)c2)c1)c1ccccc1 | -6%[76.3 µM]
19 | Cc1nc(N2CCN(c3ccccc3F)CC2)[nH]c(=O)c1C | -7%[76.3 µM]
20 | CC(C)Cc1cc(C(=O)NCc2ccc(Cl)cc2)no1 | -6%[76.3 µM]
21 | CCOc1ccc(S(=O)(=O)N2CCC(C(=O)OC(C)C(=O)N(C)C3CCCCC3)CC2)cc1 (stereo not drawn) | -1%[76.3 µM]
22 | COc1cc(NC(=O)c2ccc(Cl)cc2)c2ncccc2c1 | 3%
23 | COc1ccccc1C(=O)NCCC(=O)NCCC12CC3CC(CC(C3)C1)C2 | -5%[76.3 µM]
24 | O=C(O)C1CCCCC1C(=O)Nc1ccc2c(c1)OCO2 (stereo not drawn) | 1%
25 | COc1ccc(C2C3=C(CC(C)(C)CC3=O)N(C)C3=C2C(=O)CC(C)(C)C3)cc1OC | 8%[76.3 µM]
26 | O=[N+]([O-])c1cccc(NC(=S)Nc2nc(-c3ccccc3Cl)cs2)c1 | -18%[76.3 µM]
27 | O=C(NCCc1nnc2ccc(SCC(=O)N3CCCC3)nn12)c1ccc(F)cc1 | 0%[76.3 µM]
28 | CCC1CCCCN1CCCNC(=O)c1[nH]c2ccccc2c1Sc1ccc(Cl)cc1 (stereo not drawn) | ?
29 | CC(C)(C)OC(=O)CNC(=O)c1[nH]cnc1C(=O)NCCCCCNC(=O)OC(C)(C)C | -12%[76.3 µM]
30 | O=C(CC(c1ccccc1)c1cc(Br)ccc1O)NCC1(c2ccccc2)CCCC1 (stereo not drawn) | -12%[76.3 µM]

Structures shown so far containing a COOH group:
nr | Molecule | GAA glycogen mod
11 | O=C(O)c1ccc(-c2nnc(-c3ccc([N+](=O)[O-])cc3)o2)cc1 | 2%[76.3 µM]
15 | CCCCOc1ccc(C(=O)NNC(=O)C2C3C=CC(C3)C2C(=O)O)cc1 (stereo not drawn) | 0%[76.3 µM]
24 | O=C(O)C1CCCCC1C(=O)Nc1ccc2c(c1)OCO2 (stereo not drawn) | 1%

More results.
nr | Molecule | GAA glycogen mod
31 | CCc1nc(-c2cc(S(=O)(=O)N3CCN(c4ccc(F)cc4)CC3)ccc2OC)no1 | 7%[76.3 µM]
32 | O=C(Nc1ccc2nc3n(c(=O)c2c1)CCCCC3)C(=O)Nc1ccccc1F | 10%[76.3 µM]
33 | Cc1nc2nc[nH]n2c(=O)c1NS(=O)(=O)c1ccc(Br)cc1 | 11%[76.3 µM]
34 | Cc1ccc(-c2cn3c(n2)sc2cc(C(=O)NCCC4=CCCCC4)ccc23)cc1 | 16%[76.3 µM]
35 | COCCNC(=O)C1CCC(CNS(=O)(=O)c2ccc3c(c2)CC(C)N3C(C)=O)CC1 (stereo not drawn) | -6%[76.3 µM]
36 | COc1cccc(-c2ccc3c(N)c(C(=O)Nc4cc(C(F)(F)F)ccc4OC)sc3n2)c1 | 10%[76.3 µM]
37 | Cc1c(C)n(Cc2ccccc2)c2ccc(C(=O)NCCN3CCOCC3)cc12 | 8%[76.3 µM]
38 | O=C(NNC(=O)C12CC3CC(CC(C3)C1)C2)c1ccccc1[N+](=O)[O-] | 0%[76.3 µM]
39 | CC(=O)Nc1nonc1-c1nnc(SCC(=O)Nc2ccccc2)n1-c1ccccc1 | 1%[76.3 µM]
40 | O=C(c1ccc(OC(F)(F)F)cc1)c1ncc[nH]1 | 1%
41 | O=C(CCN1CCOCC1)NNC(=O)Nc1cccc(Cl)c1 | 1%[76.3 µM]
42 | CCOc1ccc(CCNC(=O)CCCc2nnc3n(CC)c(=O)c4sccc4n23)cc1 | -7%[76.3 µM]
43 | CCC(C(=O)Nc1cccc(Cl)c1C)n1nc(-c2ccc(C)cc2)ccc1=O (stereo not drawn) | 7%[76.3 µM]
44 | CCc1nnc(NC(=O)C2CC(=O)N(C3CCCCC3)C2)s1 (stereo not drawn) | 4%[76.3 µM]
45 | O=C(CSc1nccn1Cc1ccccc1)NC1CCCC1 | -11%[76.3 µM]
46 | CC(C)c1ccc(NC(=O)N2CCN(c3ccc(Cl)c(Cl)c3)CC2)cc1 | 10%[76.3 µM]
47 | Cc1cccc(-n2nc3c(c2NC(=O)C(C)C)CSC3)c1 | -1%[76.3 µM]
48 | CCN(Cc1ccccc1)C(=O)CN1C(=O)CSc2ccc(S(=O)(=O)N(CC)CC)cc21 | -2%[76.3 µM]
49 | CCCSc1ncc(Cl)c(C(=O)N(Cc2ccccc2)c2ccc(OC)cc2)n1 | -11%[76.3 µM]
50 | O=C1CCC(=O)N1c1ccc(S(=O)(=O)Nc2cccc(Br)c2)cc1 | -11%
51 | CCCOc1ccc(CNC(=O)C2CCN(C(=O)c3sccc3-n3cccc3)CC2)cc1 | -2%[76.3 µM]
52 | CCOc1ccccc1NC(=O)C(C)N(c1ccccc1)S(C)(=O)=O (stereo not drawn) | -12%[76.3 µM]
53 | CCN(CC)S(=O)(=O)c1ccc2oc(C(=O)NCCN3CCOCC3)c(C)c2c1 | -6%
54 | COc1ccc(CNC(=O)C2CCCN(c3ncnc4c3nc3n4CCCCC3)C2)cc1 (stereo not drawn) | 2%[76.3 µM]
55 | CCOc1cccc(C2CC(=O)Nc3cc(OC)c(OC)cc32)c1 (stereo not drawn) | 11%[76.3 µM]
56 | O=C(N/N=C/c1coc2ccccc2c1=O)c1ccncc1 | -7%[76.3 µM]
57 | Cc1ccc(C)c(NC(=O)CN(CCc2ccccc2)S(=O)(=O)c2ccccc2)c1 | 9%[76.3 µM]
58 | COCCCN1C(=O)C(=O)/C(=C(/O)c2ccc(S(=O)(=O)N3CCOCC3)cc2)C1c1ccc(F)cc1 (stereo not drawn) | -21%[76.3 µM]
59 | Cc1cc(C)c(C(=O)C(C)OC(=O)c2ccccn2)cc1C (stereo not drawn) | -10%[76.3 µM]
60 | COc1ccc(NS(=O)(=O)c2ccc3oc(SC)nc3c2)cc1 | -2%

Gathered by group, the compounds so far with a CF3 group.
nr | Molecule | GAA glycogen mod
4 | O=C(NCCc1ccccc1)C1CCC(=O)N(Cc2cccc(C(F)(F)F)c2)C1 (stereo not drawn) | -12%[76.3 µM]
36 | COc1cccc(-c2ccc3c(N)c(C(=O)Nc4cc(C(F)(F)F)ccc4OC)sc3n2)c1 | 10%[76.3 µM]
40 | O=C(c1ccc(OC(F)(F)F)cc1)c1ncc[nH]1 | 1%

Going on with the list:
nr | Molecule | GAA glycogen mod
61 | O=C(O)c1ccc(-c2sc(Nc3ccccc3)n[n+]2-c2ccc(F)cc2)cc1 | 18%[76.3 µM]
62 | CN(C)c1ccc(/C=N/N(CCC(=O)NC(C)(C)C)C2=NS(=O)(=O)c3ccccc32)cc1 | -2%
63 | Cn1c(NCCCCO)nc2c1c(=O)n(Cc1ccc(Cl)cc1)c(=O)n2C | 0%[76.3 µM]
64 | Cc1cccc(OCCNC(=S)NC(=O)c2cncc(Br)c2)c1 | -4%[76.3 µM]
65 | COc1cc(NC(=O)CCN2CCN(C)CC2)cc(OC)c1 | 23%[76.3 µM]
66 | COc1ccccc1N1CCN(C(=O)c2nc(-c3ccc(C)cc3)n3c2CCCCC3)CC1 | -14%[76.3 µM]
67 | COc1cc(C(=O)n2nc(-c3ccco3)nc2NCc2ccc(Cl)cc2)cc(OC)c1OC | -2%[76.3 µM]
68 | Cc1ccnc(NS(=O)(=O)c2ccc(NC(=O)C3CC3)cc2)n1 | -3%[76.3 µM]
69 | Cn1c(=O)c2c(c3ccccc31)OC(=O)CC2c1cccc(F)c1 (stereo not drawn) | -9%[76.3 µM]
70 | O=C(CN(C(=O)CNC(=O)c1cccs1)c1ccc(F)cc1)NC1CCCC1 | 0%
71 | Cc1ccc(S(=O)(=O)NCc2nc(-c3cccc(C)c3)no2)cc1 | 3%[76.3 µM]
72 | CCCOc1ccc(-c2c(C(=O)N/N=C/c3ccco3)nnn2-c2nonc2N)cc1 | -6%[76.3 µM]
73 | CC(=O)c1cc(CN2CCC(n3nccc3NC(=O)c3ccccc3C)CC2)cs1 | -8%[76.3 µM]
74 | C[C@H]1CN(Cc2ccccc2)C(=O)[C@@H]1CC(=O)NCc1ccccc1 | 10%[76.3 µM]
75 | Cc1cc(=O)c2cc(C(=O)Nc3ccc(C)c(C)c3)ccc2[nH]1 | -10%[76.3 µM]
76 | Cc1ccc(C)c(N2CCN(C(=O)C3CCN(Cc4nc(-c5cccc(Cl)c5)oc4C)CC3)CC2)c1 | -3%[76.3 µM]
77 | CCCC(O)(c1ccccc1)C(CN1CCOCC1)c1ccccc1 (stereo not drawn) | -8%
78 | COc1cccc(CNC(=O)Cn2c(=O)oc3cc(S(=O)(=O)N4CCCC4)ccc32)c1 | 11%[76.3 µM]
79 | O=c1c(-c2cc(-c3ccc(Cl)cc3)nc3c2COc2ccccc2-3)coc2ccccc12 | 1%[76.3 µM]
80 | Cc1cc(OCc2cc(C(=O)N(C)CCCN3CCOCC3)no2)cc(C)c1Cl | 10%[76.3 µM]
81 | COc1ccc(C(=O)NCc2ncccc2C)cc1OC1CCN(C(C)=O)CC1 | -10%[76.3 µM]
82 | O=C(NCCc1ccc(F)cc1)c1coc(=O)c(Br)c1 | 3%
83 | CC1CCN(S(=O)(=O)N2CCCC(C(=O)NCc3ccc(F)cc3)C2)CC1 (stereo not drawn) | -1%[76.3 µM]
84 | CC1(c2nnc(-c3cccc(Cl)c3)o2)CC(c2ccc(OC(F)(F)F)cc2)=NO1 (stereo not drawn) | 6%[76.3 µM]
85 | CN(C)CCCNc1cc(N2CCN(C3CCCCC3)CC2)c2noc3c2c1C(=O)c1ccccc1-3 | 1%[76.3 µM]
86 | CS(=O)(=O)c1ccc(S(=O)(=O)N2CCC(CO)(CCCc3ccccc3)CC2)cc1 | -28%[76.3 µM]

Quoted from above: nos. 61–62
nr | Molecule | GAA glycogen mod
61 | O=C(O)c1ccc(-c2sc(Nc3ccccc3)n[n+]2-c2ccc(F)cc2)cc1 | 18%[76.3 µM]
62 | CN(C)c1ccc(/C=N/N(CCC(=O)NC(C)(C)C)C2=NS(=O)(=O)c3ccccc32)cc1 | -2%
